15-hLO inh – inhibitors of human 15-lipoxygenase (ALOX15) | P16050 | purified 15hLO-1, xylenol orange hydroperoxide absorbance | Potency, µM (top dose mostly 57.1 µM), for inactives: top-dose activity change, negative = inhibition, hits mostly inhibitors | 74,000 tested, 1.4% active; further: potency means the concentration at half of the fitted maximal effect; on the % scale 0 is the no-effect control and ±100 the full control effect; nearly all actives have a fitted effect of over 55% in size
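Purified human 15hLO-1 (40 nM) in 25 mM Hepes pH 7.5, 0.01% Triton X-100, preincubated 15 min RT with compound, then 50 uM arachidonic acid for 6 min. Hydroperoxide read by ferrous/xylenol orange, 30 min; 573/405 nm absorbance ratio gave progress.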
HADH2 inhib – blocks human hydroxyacyl-CoA dehydrogenase type II. AID 886. 73,000 tested, 3.4% active. recombinant HADH2, NADH fluorescence, beta-hydroxybutyryl-CoA. Q99714. Potency, µM (doses to about 57.1 µM), for inactives: at the highest dose activity change, negative = inhibition, most hits filed as inhibitors; further: potency means the concentration at half of the fitted maximal effect; on the % scale 0 is the no-effect control and ±100 the full control effect; nearly all actives have a fitted effect of over 60% in size; many of its hits are not listed in these tables
Target sequence (Q99714 whole entry, looked up, one chain of several): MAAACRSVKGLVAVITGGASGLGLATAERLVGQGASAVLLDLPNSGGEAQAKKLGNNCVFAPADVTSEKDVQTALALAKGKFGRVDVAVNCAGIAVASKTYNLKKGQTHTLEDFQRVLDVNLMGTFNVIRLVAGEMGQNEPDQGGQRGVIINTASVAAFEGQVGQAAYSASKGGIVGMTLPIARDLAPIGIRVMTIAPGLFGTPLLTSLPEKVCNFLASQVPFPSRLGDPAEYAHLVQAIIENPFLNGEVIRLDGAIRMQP
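E. coli-expressed His-tagged HADH2 tested at 20 nM in alkaline Tris buffer (pH 9.0); oxidation of 90 uM beta-hydroxybutyryl-CoA with 1 mM NAD+ tracked fluorimetrically for 4 min.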
USP2a inhib – blocks human ubiquitin-specific protease USP2a; O75604; USP2a enzymatic assay, qHTS inhibition; Potency, µM (doses to about 38.3 µM), without a hit: top-dose activity change, negative = inhibition, actives largely listed as inhibitors; 60,000 tested, 0.1% active;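 further: potency means the concentration at half of the fitted maximal effect; nearly all actives have a fitted effect of over 60% in size; plate controls were DMSO for no effect and NEM full inhibition control for full effect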
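Coupled readout: USP2-cleaved Ub-PLA2 (20nM final) turns over NBD C6-HPC (20uM final), Ex 460nm/Em 535nm after 2.5 h, time-zero read flagging artifacts. Enzyme (20nM final, pH 8.0 Tris) given 30 min RT with compound first; NEM defines full inhibition.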
Tau fil binding – binds recombinant human tau filaments; P10636; recombinant tau filaments, thioflavin S fluorescence, 15 h; filaments grown with octadecylsulfate alongside compound; Potency, µM (series often up to 57.1 µM), inactives show top-dose activity change, negative = inhibition; 71,000 tested, 2% active; AID 596;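 further: potency means the concentration at half of the fitted maximal effect; on the % scale 0 is the no-effect control and ±100 the full control effect; actives lower thioflavin S fluorescence by blocking filaments or displacing dye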
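Tau 2 uM in ThS buffer dispensed; compound added; 60 uM ODS added (finals 1 uM tau, 30 uM ODS); 15 h 37 C; fluor ex450/em510.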
HEK293 cAMP ctrl – counter-screen for TSHR agonists: cAMP increase in parental HEK293; Potency, µM (titrated, usually from 57.1 µM), for inactives: top-dose activation, actives largely listed as activators; 73,000 tested, 2.5% active; parental HEK293 CNG cAMP sensor, membrane potential fluorescence; further: potency means the concentration at half of the fitted maximal effect; % of control where 0% means no effect; nearly all actives have a fitted effect of over 55% in size
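Parental HEK 293 cells stably expressing a cAMP-gated CNG channel were loaded with membrane potential dye containing 100 uM RO 20-1724 for 60 min. Compound added for 30 min; depolarization read as fluorescence intensity at 590 nm.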
DNA Pol III inh – blocks replication by bacterial DNA polymerase III holoenzyme | reconstituted DNA polymerase III holoenzyme replication, biochemical | Potency, µM (highest dose often 57.1 µM), inactives show top-dose activity change, negative = inhibition | 71,000 tested, 0.25% active | AID 603; further: potency means the concentration at half of the fitted maximal effect; on the % scale 0 is the no-effect control and ±100 the full control effect
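Reconstituted *E. coli* holoenzyme (0.35 nM Pol III, 1 nM beta, 154 nM SSB, 2 nM primase) was preincubated with compound for 15 min at RT. Synthesis on 1.4 nM ssM13Gori ran 35 min, then was stopped with PicoGreen/EDTA and read as dsDNA fluorescence.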
Caspase-1 inhib – caspase-1 (human) inhibition, allosteric or competitive; AID 900; Potency, µM (doses to about 57.5 µM), without a hit: at the highest dose activity change, negative = inhibition, hits mostly inhibitors; 75,000 tested, 0.03% active; Caspase-1 enzyme, Ac-WEHD-AFC fluorogenic rate;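 further: potency means the concentration at half of the fitted maximal effect; plate controls were vehicle for no effect and no substrate for full effect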
Target sequence (P29466 120-297 limits assumed): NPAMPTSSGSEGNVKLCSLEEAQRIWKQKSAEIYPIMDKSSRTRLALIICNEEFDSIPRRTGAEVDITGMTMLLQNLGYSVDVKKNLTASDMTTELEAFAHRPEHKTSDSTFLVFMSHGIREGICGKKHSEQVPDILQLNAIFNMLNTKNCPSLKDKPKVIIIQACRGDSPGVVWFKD
Target sequence (P29466 317-404 limits assumed): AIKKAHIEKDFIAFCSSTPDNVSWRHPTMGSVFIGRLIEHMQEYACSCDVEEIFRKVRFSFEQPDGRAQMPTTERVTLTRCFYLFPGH
BRCT inh red – inhibitors of human BRCA1 BRCT-phosphoprotein interaction (red fluorophore); P38398; BRCT-phosphopeptide binding, red fluorescence polarization; Potency, µM (series often up to 76.9 µM), for the others: top-dose activity change, negative = inhibition, usual class: inhibitors; 75,000 tested, 0.03% active; AID 892; further: on the % scale 0 is the no-effect control and ±100 the full control effect
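Rhodamine-labelled pBACH1 10-mer (100 nM) bound to BRCT domain (100 nM) at pH 7.3; compounds incubated 12 min room temperature, polarization read. Free peptide defines full inhibition; unlabelled decapeptide titrated as control.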
BRCT PPI green – inhibitors of human BRCA1 BRCT-phosphoprotein interaction (green fluorophore) | BRCA1 BRCT-phosphopeptide binding, green fluorescence polarization | Potency, µM (top dose mostly 76.9 µM), for inactives: at the highest dose activity change, negative = inhibition, hits mostly inhibitors | 75,000 tested, 0.05% active;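 further: potency means the concentration at half of the fitted maximal effect; plate controls were peptide without protein for full effect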
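Compounds were incubated for 12 min at room temperature with a complex of 100 nM fluorescein-tagged pBACH1 decapeptide and 250 nM His-tagged BRCT protein. Buffer was phosphate pH 7.3 with EDTA, DTT and Tween 20. Disruption of binding lowers the polarization signal.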
Casp7 inh – allosteric or competitive inhibitors of human caspase-7; P55210; recombinant caspase-7, Ac-DEVD-AFC fluorescence rate; Potency, µM (highest dose often 57.5 µM), inactives show at the highest dose activity change, negative = inhibition, usual class: inhibitors; 75,000 tested, 0.02% active; AID 889; active means well fitted inhibition curve with a large enough effect in the main read-out, with a control signal flat, not every such curve was filed as active; inconclusive means small, poorly fitted or top-dose-only effect, or a change in a side signal; further: potency means the concentration at half of the fitted maximal effect; % of control where 0% means no effect
Target sequence (P55210 24-198 limits assumed): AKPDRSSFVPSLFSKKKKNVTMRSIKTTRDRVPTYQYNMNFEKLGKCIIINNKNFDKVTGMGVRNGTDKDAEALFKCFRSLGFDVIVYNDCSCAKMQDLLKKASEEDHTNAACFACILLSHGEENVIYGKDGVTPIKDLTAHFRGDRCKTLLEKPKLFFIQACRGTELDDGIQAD
Target sequence (P55210 207-303 limits assumed): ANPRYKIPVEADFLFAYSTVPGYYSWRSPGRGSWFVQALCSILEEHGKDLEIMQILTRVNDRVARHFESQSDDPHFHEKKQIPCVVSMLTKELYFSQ
Rhodamine fluor – compound autofluorescence in rhodamine spectral region. 59,000 tested, 0.05% active. max dye-equivalent concentration, M. Rhodamine-region fluorescence, 547/598 nm, Tris buffer; hits give high values; in the data active means max dye-equivalent concentration above about 11 nM; inconclusive means between about 1.1 nM and that limit
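Read-out is relative fluorescence at 547 nm excitation and 598 nm emission, expressed as dye-equivalent concentration using rhodamine standards on every plate. Each compound was profiled across a concentration series after 15 min in 100 mM Tris, pH 8.0.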
* = called active by the depositor; i = inactive; u = inconclusive; x = not tested or not shown; [ ] = remark or other dose. Unless noted, the call rests on the fitted dose curve; in most records, active means well fitted curve in the direction sought with a large enough effect; inconclusive means small, poorly fitted or top-dose-only effect, or another doubt; inactive means no such curve, though single readings can be large; an effect the other way counts as inactive or inconclusive. A portion of the library (hit frequency here may not be typical).

SMILES | 15-hLO inh | HADH2 inhib | USP2a inhib | Tau fil binding | HEK293 cAMP ctrl | DNA Pol III inh | Caspase-1 inhib | BRCT inh red | BRCT PPI green | Casp7 inh | Rhodamine fluor
O=C(NCc1ccco1)C1CC(=O)N(c2ccc(O)cc2)C1 (stereo not drawn) | -2.9% | -2.3% | 1.1% | 9.8% | 3.0% | -2.5% | 0.2% | -2.1% | -1.1% | -0.4% | i
O=C(c1cccc(F)c1)N1CCC2(CC1)CN(c1ncccn1)C2 | 7.8% | -2.5% | 11.0% | 10.2% | 11.0% | 5.2% | -1.7% | -0.8% | -2.7% | -0.1% | i
Cc1cc(C(=O)Oc2ccccc2C(=O)O)c(C)o1 | -4.4% | 11.2% | -4.4% | -0.7% | 3.0% | -1.8% | -1.4% | -0.4% | -0.1% | 0.2% | i
CC(C(=O)NCc1ccccc1)N1C(=O)C2CC=C(Cl)CC2C1=O (stereo not drawn) | -7.0% | -4.1% | 2.3% | 21.2% | 9.9% | -5.2% | 1.1% | 0.7% | -11.3% | 1.5% | i
CCCCN(CC)S(=O)(=O)c1ccc(C(=O)Nc2nnc(CSC)o2)cc1 | 120.5%[activator] | 3.7% | 17.4% | -2.1% | 17.7% | 0.7% | -1.7% | -0.6% | -0.8% | 0.9% | i
C=CCn1c(COc2ccccc2)nnc1SCC(=O)C(C)(C)C | -7.0% | -6.4% | 5.3% | -8.7% | 3.7% | -2.1% | -2.2% | 1.5% | 1.4% | 1.7% | i
CS(=O)(=O)N(CC(=O)N1CCOCC1)Cc1ccccc1 | 2.9% | -3.5% | 5.2% | -1.0% | 6.3% | 2.1% | -0.7% | 0.0% | -0.5% | 0.9% | i
O=C(CSc1ncn[nH]1)NC1CC2CCC1C2 (stereo not drawn) | -0.7% | -5.3% | 0.8% | 7.8% | 1.9% | -2.6% | -7.3% | 1.5% | -0.1% | 0.2% | i
Nc1nc(-c2ccccc2)c(-c2ccccc2)c(-c2nc(N)nc(-c3ccccc3)c2-c2ccccc2)n1 | 2.8%[11.4 µM] | 5.4%[11.4 µM] | x | -6.4%[11.4 µM] | 12.0%[11.4 µM] | -9.2%[11.4 µM] | 2.9%[11.5 µM] | 0.8%[15.4 µM] | -1.2%[15.4 µM] | -1.6%[11.5 µM] | i
c1cncc(-c2nc(N3CCCCCC3)c3ccccc3n2)c1 | -0.3% | -4.7% | u | 140.7% | 25.1µM* | -6.9% | -9.0% | -2.9% | 5.7% | -6.9% | i

Some of the entries above, reformatted.
Structure	15-hLO inh	HADH2 inhib	USP2a inhib	Tau fil binding	HEK293 cAMP ctrl	DNA Pol III inh	Caspase-1 inhib	BRCT inh red	BRCT PPI green	Casp7 inh	Rhodamine fluor
CC(C(=O)NCc1ccccc1)N1C(=O)C2CC=C(Cl)CC2C1=O (stereo not drawn)	-7.0%	-4.1%	2.3%	21.2%	9.9%	-5.2%	1.1%	0.7%	-11.3%	1.5%	i
CCCCN(CC)S(=O)(=O)c1ccc(C(=O)Nc2nnc(CSC)o2)cc1	120.5%[activator]	3.7%	17.4%	-2.1%	17.7%	0.7%	-1.7%	-0.6%	-0.8%	0.9%	i

Additional structures
SMILES | 15-hLO inh | HADH2 inhib | USP2a inhib | Tau fil binding | HEK293 cAMP ctrl | DNA Pol III inh | Caspase-1 inhib | BRCT inh red | BRCT PPI green | Casp7 inh | Rhodamine fluor
COc1ccc(Br)cc1-c1noc(-c2ccncc2)n1 | 1.6% | 10.9% | 0.9% | -1.1% | 0.3% | -3.6% | -1.0% | -0.6% | -0.5% | 0.3% | i
COc1cc(C(c2nnnn2C(C)(C)C)N2CCN(c3nc4ccccc4s3)CC2)ccc1O (stereo not drawn) | -22.2% | -23.1% | x | -3.1% | 21.2% | -2.0% | -2.7% | 1.1% | 0.9% | -4.2% | i
CC(Sc1nnnn1C)C(=O)Nc1ccc(N2CCOCC2)cc1 (stereo not drawn) | 5.8% | -0.1% | 2.4% | -28.1% | 18.6% | -2.7% | -2.3% | 2.0% | -3.0% | -0.1% | i
COC(=O)c1sc(NC(=O)c2ccco2)nc1C | 5.1% | -10.8% | -0.4% | 6.1% | 8.4% | 3.5% | 4.3% | -1.8% | -2.9% | -2.4% | i
COc1ccc2[nH]cc(CCNc3ccnc(-c4ccc(C(=O)N(C)C)cc4)n3)c2c1 | 6.8% | 3.8% | 158.7%[activator] | -5.7% | -5.0% | -4.8% | -2.9% | 0.0% | -1.7% | -4.8% | i
O=C1CCC[C@H]2OC12[C@@H](O)CCc1ccccc1 (stereo partly drawn) | 1.7%[11.4 µM] | 4.5%[11.4 µM] | x | x | 2.4%[11.4 µM] | x | -0.7%[11.5 µM] | 0.5%[15.4 µM] | -0.6%[15.4 µM] | -2.5%[11.5 µM] | x
COc1cc(NC(=O)CN2CCN(S(=O)(=O)c3ccc(C(C)C)cc3)CC2)cc(OC)c1 | -11.8% | 5.8% | 18.9% | 21.4% | 26.8% | -2.5% | -2.6% | -0.2% | 1.1% | -0.6% | i
CC(=O)N1CCC2(CCN(Cc3ccncc3)CC2)CC1 | 8.7% | -4.0% | 6.5% | 1.7% | 4.7% | -0.4% | -1.0% | 0.0% | -4.1% | 1.6% | i
COc1ccc(-c2nc3ccccc3c(=O)n2CCCn2ccnc2)cc1 | 2.1% | 7.7% | -3.2% | 6.5% | u | -2.3% | 0.3% | -0.2% | 2.1% | 1.2% | i
CC(C)n1c(NCc2cc(Cl)ccc2O)nc2ccccc21 | -25.8% | -1.7% | x | 29.2% | 11.4% | 4.3% | -1.2% | 0.7% | -1.4% | -2.2% | x

Exported in markdown: entries from further up.
| smiles | 15-hLO inh | HADH2 inhib | USP2a inhib | Tau fil binding | HEK293 cAMP ctrl | DNA Pol III inh | Caspase-1 inhib | BRCT inh red | BRCT PPI green | Casp7 inh | Rhodamine fluor |
| --- | --- | --- | --- | --- | --- | --- | --- | --- | --- | --- | --- |
| Nc1nc(-c2ccccc2)c(-c2ccccc2)c(-c2nc(N)nc(-c3ccccc3)c2-c2ccccc2)n1 | 2.8%[11.4 µM] | 5.4%[11.4 µM] | x | -6.4%[11.4 µM] | 12.0%[11.4 µM] | -9.2%[11.4 µM] | 2.9%[11.5 µM] | 0.8%[15.4 µM] | -1.2%[15.4 µM] | -1.6%[11.5 µM] | i |
| c1cncc(-c2nc(N3CCCCCC3)c3ccccc3n2)c1 | -0.3% | -4.7% | u | 140.7% | 25.1µM* | -6.9% | -9.0% | -2.9% | 5.7% | -6.9% | i |
| COc1ccc(Br)cc1-c1noc(-c2ccncc2)n1 | 1.6% | 10.9% | 0.9% | -1.1% | 0.3% | -3.6% | -1.0% | -0.6% | -0.5% | 0.3% | i |

Following part
SMILES | 15-hLO inh | HADH2 inhib | USP2a inhib | Tau fil binding | HEK293 cAMP ctrl | DNA Pol III inh | Caspase-1 inhib | BRCT inh red | BRCT PPI green | Casp7 inh | Rhodamine fluor
Cn1c(/C=C/N2CCOCC2)c(C(=O)c2ccc(Br)cc2)c(=O)n(C)c1=O | 6.6% | -9.1% | 11.2% | u | 3.5% | -6.8% | -1.2% | -1.3% | -1.3% | -2.6% | i
Cc1ccc(N2C(=O)CSC2c2cccnc2)cc1F (stereo not drawn) | 2.1% | -1.1% | -0.3% | 2.6% | 6.4% | 0.2% | -1.3% | -0.6% | -0.1% | 0.3% | i
CCOc1ccc(Cl)cc1S(=O)(=O)n1nnc2ccccc21 | -5.9% | -18.5% | -1.6% | 0.7% | u | -6.0% | -2.2% | 0.8% | 0.5% | -3.9% | i
COc1cc(CN2CCN(c3ccccc3F)CC2)cc(OC)c1O | 0.7% | -1.4% | 1.8% | -14.6% | -8.8% | -4.7% | 0.9% | -0.6% | 0.3% | -0.3% | i
CCn1cc(C(=O)NCC2CCCO2)c(=O)c2cc(S(=O)(=O)N3CCCCC3)ccc21 (stereo not drawn) | 0.8% | -17.6% | 2.5% | -8.0% | -5.8% | -7.2% | 2.6% | -6.4% | 3.1% | -0.5% | i
COc1ccc(NC(=O)N2CCC3(CC2)CCN(S(C)(=O)=O)CC3)cc1 | 0.4% | -6.2% | -1.8% | -14.5% | 11.6% | -0.1% | -3.6% | -0.3% | -2.1% | -0.2% | i
C/C(NCCN1CCOCC1)=C(\C#N)C(N)=O | -0.5% | 5.8% | x | x | 4.5% | x | -0.9% | 0.2% | -1.6% | -1.6% | x
COc1ccc(Cl)cc1N1C(=O)C2CCCN2C1c1sccc1C (stereo not drawn) | -3.4% | 7.1% | 9.5% | 1.4% | 9.7% | -3.0% | 0.5% | -0.4% | -0.7% | -1.8% | i

Source: PubChem BioAssay
